Screening results deposited in PubChem by several laboratories.
NSD2 inh: blocks human histone methyltransferase NSD2 | O96028 | NSD2 peptide methylation, AlphaScreen, 120 min | inhibition, % at 12.5 µM | 0.54% of 310,000 active; in the data active means inhibition above about 50%
Cardiac RTF inh: cardiac RTF calcium desensitization; P19429+P45379; IANBD-labeled cardiac RTF, Ca2+ fluorescence; inhibition, % at 7.15 µM; 0.12% of 340,000 active; AID 493244;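 active means inhibition above the mean inhibition of all tested compounds plus 3 SD, cut at about 17% in these data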;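 further: assay run at fixed EC70 calcium of 1.6 mM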
SR-BI DiI-HDL act: SR-BI HDL lipid transfer activation. CHO ldlA[mSR-BI] cells, DiI-HDL uptake fluorescence, 3 h; 100 = double the neutral-control signal. activation, % at 12.5 µM. 0.096% of 320,000 active;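 active means mean replicate activation of at least 60% and every replicate at or above 60%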;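 further: 0% = median plate neutral-control signal and 100% = twice that signal; values of inactives mirror those of a sister screen read the other way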
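Test system: SR-BI-overexpressing, LDLR-lacking CHO cells. Measured by: DiI fluorescence, bottom read. Medium: Ham's F12 with 0.5% BSA, HEPES 25 mM, pH 7.4. Timing: 3 h uptake period with compound, 37 °C.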
PvdQ acylase: blocks Pseudomonas aeruginosa PvdQ acylase activity; purified PvdQ acylase, fluorescence plate reader; inhibition, % at 10 µM; 0.063% of 340,000 active; in the data active means inhibition above about 30%, passing the limit was not always enough;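 further: 0% = vehicle neutral wells and 100% = reference inhibitor wells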
SR-BI HDL uptake: mouse SR-BI HDL lipid transfer inhibition. ldlA[mSR-BI] CHO cells, DiI-HDL uptake fluorescence, 3 h. Q61009. 0.96% of 320,000 active. inhibition, % at 12.5 µM;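 active means mean replicate inhibition of at least 70% and a set share of replicates each scoring 70 or more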;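 further: 0% = median of neutral control wells and 100% = median of positive control wells; values of inactives mirror those of a sister screen read the other way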
LANA DNA inh: KSHV C-LANA DNA binding inhibition; MBP-C-LANA/FAM-LBS DNA binding, fluorescence polarization; inhibition, % at 9 µM; 0.078% of 340,000 active;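 active means highest replicate inhibition at or above 60% at 9 µM, even if other replicates fall short; inactive means all replicates below 60% inhibition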;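 further: 0% = neutral control wells and 100% = 4 µM acridine orange control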
Keap1-Nrf2 PPI: Keap1-Nrf2 (human) interaction inhibition; inhibition, % at 9.4 µM; Keap1 Kelch-Nrf2 peptide fluorescence polarization, 1536-well; Q14145; 0.15% of 340,000 active; in the data active means inhibition above about 12%;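 further: human Keap1 Kelch domain with fluorescein labeled Nrf2 9mer peptide probe; 0% = neutral control wells and 100% = peptide positive control; higher means more block of Keap1 binding to Nrf2 peptide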
Target sequence (Q14145 whole entry, looked up, the tested form may be a part): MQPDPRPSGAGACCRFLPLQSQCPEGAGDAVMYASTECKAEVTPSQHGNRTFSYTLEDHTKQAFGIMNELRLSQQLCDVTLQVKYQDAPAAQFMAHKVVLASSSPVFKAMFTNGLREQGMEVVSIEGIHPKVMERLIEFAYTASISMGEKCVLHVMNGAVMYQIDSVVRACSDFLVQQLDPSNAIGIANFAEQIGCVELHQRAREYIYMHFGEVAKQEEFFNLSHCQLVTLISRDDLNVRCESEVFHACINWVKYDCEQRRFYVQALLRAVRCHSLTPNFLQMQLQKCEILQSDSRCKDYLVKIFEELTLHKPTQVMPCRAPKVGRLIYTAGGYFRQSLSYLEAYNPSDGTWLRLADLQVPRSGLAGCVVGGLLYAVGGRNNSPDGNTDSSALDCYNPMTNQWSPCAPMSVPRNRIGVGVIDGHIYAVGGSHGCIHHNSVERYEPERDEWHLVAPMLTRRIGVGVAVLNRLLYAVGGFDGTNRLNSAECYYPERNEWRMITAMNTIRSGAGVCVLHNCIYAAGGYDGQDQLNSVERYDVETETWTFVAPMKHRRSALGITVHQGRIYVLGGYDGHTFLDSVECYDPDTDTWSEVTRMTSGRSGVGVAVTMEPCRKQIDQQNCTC
Arrestin-AP2 inh: human beta-arrestin and AP2 interaction inhibition. FITC-arrestin peptide / GST-AP2 beads, flow cytometry; AP2 beta2 appendage carries R879A mutation. inhibition, % at 10 µM. 0.31% of 340,000 active. AID 504490;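 active means inhibition above a set limit, near 3 SD of compounds lacking own fluorescence, cut at about 54% in these data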;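 further: plate controls were DMSO wells for no effect and 5 µM unlabelled arrestin peptide for full effect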
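System: GST-tagged AP2 beta2-adaptin appendage (R879A) on 4 µm glutathione beads / Reagent: FITC-arrestin peptide, 50 nM / Detection: HyperCyt-sampled flow cytometry, FL1 channel, ex 488/em 535 nm / Timing: 12 min plus 1 h, RT / Buffer or medium: PBS plus Tween 20 (0.05%) and BSA (0.1%)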
PKA-R2B activ: PKA-R2B complex activation; 0.079% of 340,000 active; activation, % at 11.4 µM; PKA-R2B holoenzyme dissociation, Cy5-IP20 fluorescence polarization; R2B truncated from residue 108, S112A mutant; 0% DMSO only, 100% 113 µM cGMP;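 active means activation above a cutoff set at the mean over all compounds plus 3 SD, cut at about 18% in these data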;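 further: higher means more holoenzyme dissociation and a rise in polarization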
Target sequence (P31323 whole entry, looked up, other chains not shown, the tested form may be a part): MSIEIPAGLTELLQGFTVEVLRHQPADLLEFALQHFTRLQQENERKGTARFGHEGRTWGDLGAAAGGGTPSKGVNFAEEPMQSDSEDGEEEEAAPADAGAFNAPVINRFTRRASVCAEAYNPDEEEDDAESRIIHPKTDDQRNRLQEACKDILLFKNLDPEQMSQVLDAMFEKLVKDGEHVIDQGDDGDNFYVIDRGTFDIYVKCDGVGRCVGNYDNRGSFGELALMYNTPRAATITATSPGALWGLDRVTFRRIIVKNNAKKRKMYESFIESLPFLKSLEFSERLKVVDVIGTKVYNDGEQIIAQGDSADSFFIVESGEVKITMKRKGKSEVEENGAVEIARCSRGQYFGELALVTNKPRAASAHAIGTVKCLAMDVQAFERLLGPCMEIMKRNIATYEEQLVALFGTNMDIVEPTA
DAGLB inhibitor: diacylglycerol lipase beta (human) inhibition. Q8NCG7. HEK293T DAGLB membrane lysate, EnzChek fluorogenic substrate. inhibition, % at 5.17 µM. 0.059% of 340,000 active; in the data active means inhibition above about 34%;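 further: 0% = enzyme with vehicle and 100% = wells lacking enzyme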
Active calls of the source: *.

`CCOc1ccc(NC(=O)C(c2ccccn2)N(C(=O)CCl)c2ccc(OCC)cc2)cc1` (centres undefined) gave Cardiac RTF inh 6, SR-BI DiI-HDL act 26, PvdQ acylase 11, SR-BI HDL uptake -26, LANA DNA inh 1.2, Keap1-Nrf2 PPI -4, Arrestin-AP2 inh 21, PKA-R2B activ 2 and DAGLB inhibitor 1.
`Cc1c(N2C(=O)c3ccc4c5c(ccc(c35)C2=O)CC4)c(=O)n(-c2ccccc2)n1C` gave Cardiac RTF inh 5, SR-BI DiI-HDL act 7, PvdQ acylase -7, SR-BI HDL uptake -7, LANA DNA inh -0.5, Keap1-Nrf2 PPI 3, Arrestin-AP2 inh -2, PKA-R2B activ 5 and DAGLB inhibitor 0.
Cc1csc(NC(=O)CSc2nc(=O)cc(N)n2-c2ccc(F)cc2)n1 was read as NSD2 inh -1, Cardiac RTF inh -1, SR-BI DiI-HDL act -6, PvdQ acylase 4, SR-BI HDL uptake 6, LANA DNA inh 2.2, Keap1-Nrf2 PPI 1, Arrestin-AP2 inh -6, PKA-R2B activ 5 and DAGLB inhibitor -3.
FC(F)(F)c1ccc(Oc2ccccc2Cl)nc1 was read as NSD2 inh -4, Cardiac RTF inh -3, SR-BI DiI-HDL act 11, PvdQ acylase 5, SR-BI HDL uptake -11, LANA DNA inh -4.8, Keap1-Nrf2 PPI 0, Arrestin-AP2 inh 53, PKA-R2B activ 9 and DAGLB inhibitor 0.
COc1ccccc1-c1nnc(SCC(=O)NC2CCCCC2)o1 was read as Cardiac RTF inh -7, SR-BI DiI-HDL act -3, PvdQ acylase 8, SR-BI HDL uptake 3, LANA DNA inh 0.9, Keap1-Nrf2 PPI -3, Arrestin-AP2 inh 21, PKA-R2B activ -10 and DAGLB inhibitor 2.
Screening CC(=O)c1c(C)nn(CC(O)Cn2c3c(c4cc(C)ccc42)CCCC3=O)c1C (centres undefined) returned NSD2 inh 13, Cardiac RTF inh -4, SR-BI DiI-HDL act -23, PvdQ acylase -13, SR-BI HDL uptake 23, LANA DNA inh 0.2, Keap1-Nrf2 PPI -2, Arrestin-AP2 inh -11, PKA-R2B activ -6 and DAGLB inhibitor 0.
`Oc1ccc(N2CCN(c3nc(-c4cccs4)nc4ccccc34)CC2)cc1` gave NSD2 inh 2, Cardiac RTF inh 4, PvdQ acylase -12, LANA DNA inh 2.1, Keap1-Nrf2 PPI -7, Arrestin-AP2 inh 25, PKA-R2B activ -7 and DAGLB inhibitor 1.
Screening COc1ccccc1C(=O)Nc1ccncc1 returned NSD2 inh -2, Cardiac RTF inh -3, SR-BI DiI-HDL act 4, PvdQ acylase -10, SR-BI HDL uptake -4, LANA DNA inh -1.4, Keap1-Nrf2 PPI -4, Arrestin-AP2 inh 14, PKA-R2B activ 0 and DAGLB inhibitor 0.
`CCCCN(CC)C(=S)Nc1ccc2nc3n(c(=O)c2c1)CCCCC3` gave NSD2 inh 2, Cardiac RTF inh -5, SR-BI DiI-HDL act -17, PvdQ acylase 1, SR-BI HDL uptake 17, LANA DNA inh 0.1, Keap1-Nrf2 PPI 5, Arrestin-AP2 inh -2, PKA-R2B activ 0 and DAGLB inhibitor 0.
Cc1c(C(=O)N2CCN(S(=O)(=O)c3ccc(F)cc3)CC2)oc2ccccc12 was read as NSD2 inh 0, Cardiac RTF inh 2, SR-BI DiI-HDL act 0, PvdQ acylase -13, SR-BI HDL uptake 0, LANA DNA inh 0.6, Keap1-Nrf2 PPI -4, Arrestin-AP2 inh 5, PKA-R2B activ 0 and DAGLB inhibitor 0.
Screening CCSC1=N/C(=C\c2cccc(F)c2)C(=O)S1 returned NSD2 inh 2, Cardiac RTF inh -5, SR-BI DiI-HDL act 32, PvdQ acylase 12, SR-BI HDL uptake -32, LANA DNA inh 0.7, Keap1-Nrf2 PPI -1, Arrestin-AP2 inh 1, PKA-R2B activ -6 and DAGLB inhibitor -1.
`CCC[N+]1(CC#CC(O)(c2ccccc2)C2CCCCC2)CCCCC1` (centres undefined) gave NSD2 inh -1, Cardiac RTF inh 4, SR-BI DiI-HDL act -1, PvdQ acylase -5, SR-BI HDL uptake 1, LANA DNA inh -2.4, Keap1-Nrf2 PPI -2, Arrestin-AP2 inh -16, PKA-R2B activ -2 and DAGLB inhibitor 2.
Cc1oc(-c2ccccc2Cl)nc1CSCC(=O)NC1CC1 was read as NSD2 inh 0, Cardiac RTF inh -4, SR-BI DiI-HDL act -11, PvdQ acylase -6, SR-BI HDL uptake 11, LANA DNA inh -2.2, Keap1-Nrf2 PPI 0, Arrestin-AP2 inh 4, PKA-R2B activ -3 and DAGLB inhibitor -2.
For CSc1nc2[nH]c3c(c2c2ncnn12)CCCC3 the results were Cardiac RTF inh 0, SR-BI DiI-HDL act 5, PvdQ acylase -5, SR-BI HDL uptake -5, LANA DNA inh -0.6, Keap1-Nrf2 PPI 1, Arrestin-AP2 inh 35, PKA-R2B activ -1 and DAGLB inhibitor -1.
Screening CCOc1cccc2cc(C(=O)NCc3cccnc3)c(=O)oc12 returned NSD2 inh -1, Cardiac RTF inh -1, SR-BI DiI-HDL act -3, PvdQ acylase -8, SR-BI HDL uptake 3, LANA DNA inh 0.0, Keap1-Nrf2 PPI 0, Arrestin-AP2 inh 1, PKA-R2B activ 3 and DAGLB inhibitor 4.

Quoted from the entries so far (2 entries):
For CSc1nc2[nH]c3c(c2c2ncnn12)CCCC3 the results were Cardiac RTF inh 0, SR-BI DiI-HDL act 5, PvdQ acylase -5, SR-BI HDL uptake -5, LANA DNA inh -0.6, Keap1-Nrf2 PPI 1, Arrestin-AP2 inh 35, PKA-R2B activ -1 and DAGLB inhibitor -1.
Screening CCOc1cccc2cc(C(=O)NCc3cccnc3)c(=O)oc12 returned NSD2 inh -1, Cardiac RTF inh -1, SR-BI DiI-HDL act -3, PvdQ acylase -8, SR-BI HDL uptake 3, LANA DNA inh 0.0, Keap1-Nrf2 PPI 0, Arrestin-AP2 inh 1, PKA-R2B activ 3 and DAGLB inhibitor 4.

(continued)
COc1cc(C(=O)NC(=S)Nc2cccc3nc(C)ccc23)cc(OC)c1OC was read as NSD2 inh -4, Cardiac RTF inh -7, SR-BI DiI-HDL act -19, PvdQ acylase -5, SR-BI HDL uptake 19, LANA DNA inh 0.0, Keap1-Nrf2 PPI -6, Arrestin-AP2 inh 2, PKA-R2B activ -12 and DAGLB inhibitor 4.
Screening C[C@@H]1CN([C@@H](C)CO)C(=O)c2cc(NC(=O)C3CC3)ccc2O[C@H]1CN(C)C returned Cardiac RTF inh 2, SR-BI DiI-HDL act 20, PvdQ acylase 12, SR-BI HDL uptake -20, LANA DNA inh 1.1, Keap1-Nrf2 PPI -8, Arrestin-AP2 inh 15, PKA-R2B activ 13 and DAGLB inhibitor -1.
`COc1ccc2c(c1)C1NC(=S)NC(C)(O2)C1C(=O)Nc1ccccc1C` (centres undefined) gave NSD2 inh 0, Cardiac RTF inh -14, SR-BI DiI-HDL act -7, PvdQ acylase 0, SR-BI HDL uptake 7, LANA DNA inh -0.1, Keap1-Nrf2 PPI -1, Arrestin-AP2 inh -1, PKA-R2B activ 4 and DAGLB inhibitor 0.
For C[C@H](CO)N1C[C@H](C)[C@H](CN(C)S(=O)(=O)c2cccs2)Oc2ccc(NC(=O)Nc3ccc4c(c3)OCO4)cc2CC1=O the results were Cardiac RTF inh -11, SR-BI DiI-HDL act 13, PvdQ acylase -14, SR-BI HDL uptake -13, LANA DNA inh 0.3, Keap1-Nrf2 PPI 0, Arrestin-AP2 inh -4, PKA-R2B activ 0 and DAGLB inhibitor 3.
`Cc1ccccc1NP(=O)(c1ccccc1)c1nc2ccccc2s1` (centres undefined) gave NSD2 inh 2, Cardiac RTF inh -10, SR-BI DiI-HDL act -8, PvdQ acylase 0, SR-BI HDL uptake 8, LANA DNA inh 0.2, Keap1-Nrf2 PPI -3, Arrestin-AP2 inh 10, PKA-R2B activ -2 and DAGLB inhibitor -1.
CCO[C@H]1OC(C(=O)O)=C[C@@H](c2ccc(C(F)(F)F)cc2)[C@@H]1CCCO was read as Cardiac RTF inh 9, SR-BI DiI-HDL act 35, PvdQ acylase -15, SR-BI HDL uptake -35, LANA DNA inh 2.4, Keap1-Nrf2 PPI -3, Arrestin-AP2 inh -5, PKA-R2B activ 4 and DAGLB inhibitor -1.
Screening COc1ccc(C(=O)N2CCN(Cc3cn[nH]c3-c3ccc(OC)cc3F)CC2)cc1 returned NSD2 inh 7, Cardiac RTF inh -15, SR-BI DiI-HDL act 6, PvdQ acylase -6, SR-BI HDL uptake -6, LANA DNA inh -0.9, Keap1-Nrf2 PPI -2, Arrestin-AP2 inh 1, PKA-R2B activ -5 and DAGLB inhibitor 1.
For Cc1ccc(-c2nc(N)s[n+]2-c2ccccc2)cc1 the results were NSD2 inh 4, Cardiac RTF inh 3, SR-BI DiI-HDL act -4, PvdQ acylase 11, SR-BI HDL uptake 4, LANA DNA inh -1.1, Keap1-Nrf2 PPI -1, Arrestin-AP2 inh 26, PKA-R2B activ 3 and DAGLB inhibitor 2.
Screening NNc1nc(-c2ccccc2Cl)nc2ccccc12 returned NSD2 inh -2, Cardiac RTF inh -8, SR-BI DiI-HDL act -1, PvdQ acylase -13, SR-BI HDL uptake 1, LANA DNA inh -2.4, Keap1-Nrf2 PPI -3, Arrestin-AP2 inh 12, PKA-R2B activ -3 and DAGLB inhibitor -3.
For Cc1cc(OCC(=O)OCC(=O)NCC2CCCO2)ccc1Cl (centres undefined) the results were NSD2 inh -1, Cardiac RTF inh -6, SR-BI DiI-HDL act -35, PvdQ acylase -3, SR-BI HDL uptake 35, LANA DNA inh 1.7, Keap1-Nrf2 PPI -4, Arrestin-AP2 inh 2, PKA-R2B activ -1 and DAGLB inhibitor -4.
Screening CC1(C)CNc2cc([N+](=O)[O-])ccc2S1 returned NSD2 inh 5, Cardiac RTF inh 4, SR-BI DiI-HDL act -5, PvdQ acylase 21, SR-BI HDL uptake 5, LANA DNA inh 0.6, Keap1-Nrf2 PPI -3, Arrestin-AP2 inh 13, PKA-R2B activ -1 and DAGLB inhibitor 9.
For CCn1c(=O)c(=O)[nH]c2cc(C(=O)NCC3CCCCC3)ccc21 the results were NSD2 inh 1, Cardiac RTF inh 1, SR-BI DiI-HDL act -10, PvdQ acylase -7, SR-BI HDL uptake 10, LANA DNA inh 0.3, Keap1-Nrf2 PPI -7, Arrestin-AP2 inh 0, PKA-R2B activ -3 and DAGLB inhibitor 2.
O=C(CN1C(=O)NC2(CCCCC2)C1=O)NCC(=O)Nc1ccc(F)c(F)c1 was read as NSD2 inh 1, Cardiac RTF inh 6, SR-BI DiI-HDL act 12, PvdQ acylase 12, SR-BI HDL uptake -12, LANA DNA inh 2.2, Keap1-Nrf2 PPI -2, Arrestin-AP2 inh 5, PKA-R2B activ -10 and DAGLB inhibitor 1.
COCCCN(C(=S)NC(=O)c1ccc(C(C)(C)C)cc1)c1c(N)n(Cc2ccccc2)c(=O)[nH]c1=O was read as NSD2 inh 2, Cardiac RTF inh -11, SR-BI DiI-HDL act -24, PvdQ acylase 26, SR-BI HDL uptake 24, LANA DNA inh -0.3, Keap1-Nrf2 PPI 2, Arrestin-AP2 inh 5, PKA-R2B activ 5 and DAGLB inhibitor 5.
